Pf growth 96h = Primary qHTS for delayed death inhibitors of the malarial parasite plastid, 96 hour incubation. P. falciparum luciferase reporter growth, 96 h. Potency, µM (top dose mostly 28.7 µM), for the others: at the top dose activity change, negative = inhibition, hits mostly inhibitors. 320,000 tested, 6.9% active. AID 504834, 2011; also: potency is read from the fitted curve at half-maximal effect; % is scaled to controls: 0 for no effect and ±100 for the full control effect
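Cell-based qHTS: luciferase-tagged P. falciparum in erythrocytes (2% hematocrit, 0.05% parasitemia final) incubated with compounds for 96 hours, 37 C, 5% CO2; luciferase detection reagent then added and luminescence measured.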
AMA1 RON2 block = qHTS for Inhibitors of AMA1-RON; Towards Development of Antimalarial Drug Lead: Primary Screen. Plasmodium falciparum AMA1 (3D7) - RON2 peptide interaction. AlphaScreen AMA1-biotinylated RON2 peptide binding. Potency, µM (doses to about 58.2 µM), without a hit: at the highest dose activity change, negative = inhibition, usual class: inhibitors. 360,000 tested, 0.2% active. AID 720542, 2013;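 also: potency is read from the fitted curve at half-maximal effect; 0% = vehicle wells and -100% = peptide control; nearly all actives have a fitted effect of over 45% in size; some results filed as inactive show a strong effect at the top dose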
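AMA1 (3D7) with his tag at 25 nM final met compounds first, then biotinylated RON2 peptide at 25 nM; detection used donor plus acceptor beads, 10 µg/mL apiece, read by AlphaScreen after 30 min at room temperature.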
Shiga toxin inh = A qHTS for Small Molecule Inhibitors of Shiga Toxin | Vero cells, Shiga toxin protein synthesis inhibition reporter | inhibition, % at 38.7 µM | 290,000 tested, 9.2% active; in the data active = inhibition mostly above about 28%, no sharp cut-off; inactive = mostly below about 43%; also: 0% is about no effect
Pf growth 48h = Primary qHTS for delayed death inhibitors of the malarial parasite plastid, 48 hour incubation; Potency, µM (doses to about 28.7 µM), without a hit: at the highest dose activity change, negative = inhibition, hits mostly inhibitors; P. falciparum luciferase growth in erythrocytes, 48 h; 310,000 tested, 5.9% active; also: potency is read from the fitted curve at half-maximal effect; % is scaled to controls: 0 for no effect and ±100 for the full control effect
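Compounds are pin-transferred into medium, infected erythrocytes (2% hematocrit, 0.1% parasitemia final) are added, and plates sit one parasite generation at 37 C in 5% CO2. Detection reagent is then added and luminescence measured.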
CHX counter = Cycloheximide Counterscreen for Small Molecule Inhibitors of Shiga Toxin | max response, % | cell reporter, cycloheximide protein synthesis inhibition counterscreen | 300,000 tested, 12% active | AID 2314, 2010; in the data active = max response mostly above about 13%, no sharp cut-off; inactive = mostly below about 14%; also: read at 38.3 µM for the half of the compounds with a filed dose; 0% is about no effect
TbPYK inhibitor = qHTS of Trypanosoma Brucei Inhibitors. pyruvate kinase (Trypanosoma brucei), Q57TT1. TbPYK enzyme, Kinase-Glo Plus ATP luminescence, 45 min. Potency, µM (titrated, usually from 76.8 µM), inactives show at the highest dose activity, negative = inhibition, hits mostly inhibitors. 410,000 tested, 0.12% active; also: potency is read from the fitted curve at half-maximal effect; % is scaled to controls: 0 for no effect and ±100 for the full control effect; nearly all actives have a fitted effect of over 50% in size
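TbPYK + substrate in 50 mM TEA pH 7.2, 100 mM KCl, 10 mM MgCl2, 0.05% BSA, 0.01% Tween-20; cpd pinned; ADP 130 uM final; 45 min RT; Kinase-Glo Plus 10 min; luminescence endpoint.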
LmPK inh = qHTS Assay for Inhibitors of Leishmania Mexicana Pyruvate Kinase (LmPK); purified LmPK, Kinase-Glo ATP luminescence, 1 h; Potency, µM (top dose mostly 57.5 µM), for the others: top-dose activity change, negative = inhibition, most hits filed as inhibitors; 290,000 tested, 0.37% active; AID 1721, 2009; also: potency is read from the fitted curve at half-maximal effect; % is scaled to controls: 0 for no effect and ±100 for the full control effect
Target sequence (Q27686 whole entry, looked up): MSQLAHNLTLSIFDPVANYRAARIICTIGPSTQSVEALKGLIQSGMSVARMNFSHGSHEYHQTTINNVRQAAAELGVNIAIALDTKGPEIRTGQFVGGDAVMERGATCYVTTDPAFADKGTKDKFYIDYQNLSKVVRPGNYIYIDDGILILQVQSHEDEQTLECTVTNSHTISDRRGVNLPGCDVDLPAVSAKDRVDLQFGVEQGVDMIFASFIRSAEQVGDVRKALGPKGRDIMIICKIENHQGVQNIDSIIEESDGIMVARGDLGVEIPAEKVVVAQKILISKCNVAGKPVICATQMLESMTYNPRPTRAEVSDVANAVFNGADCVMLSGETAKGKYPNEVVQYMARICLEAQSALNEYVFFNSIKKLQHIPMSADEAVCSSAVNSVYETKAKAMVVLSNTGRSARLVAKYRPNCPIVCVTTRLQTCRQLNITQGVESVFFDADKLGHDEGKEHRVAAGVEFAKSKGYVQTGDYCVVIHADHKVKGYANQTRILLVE
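Pyruvate kinase activity monitored as ATP production (luciferase luminescence). Conditions: 0.1 nM enzyme, 0.5 mM PEP, 0.1 mM ADP, 1 h, RT; normalized against uninhibited and no-enzyme wells.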
The depositor's hits bear a star; i = inactive; u = inconclusive; x = not tested or not shown; + = active, no number; & = joins results of further samples; [ ] = remark or other dose. Unless noted, calls follow the shape of the dose curve; as a rule, active = well fitted curve in the direction sought with a large enough effect; inconclusive = small, poorly fitted or top-dose-only effect, or another doubt; inactive = no such curve, though single readings can be large; an effect the other way counts as inactive or inconclusive.

#	structure	Pf growth 96h	AMA1 RON2 block	Shiga toxin inh	Pf growth 48h	CHX counter	TbPYK inhibitor	LmPK inh
1	O=C(Nc1ccccc1)c1ccc(-c2ccc([N+](=O)[O-])cc2)o1	37%[activator]	-17%	69*	u	31*	-10%	5%
2	Cc1cc(=O)oc2cc(OCC(=O)N/N=C/c3ccccc3[N+](=O)[O-])ccc12	u	13%	4	-1%	0	1%	1%
3	Cc1cc(OCc2cc(C(=O)NC3CCC3)no2)cc(C)c1Cl	-2%	3%	-2	u	4	-10%	-2%
4	C/C(=N/O)c1cccc(N2Cc3ccccc3C2)c1	u	-3%	51*	13µM*	18*	-2%	5%
5	O=C(c1cc2nc(-c3ccco3)cc(C(F)(F)F)n2n1)N1CCc2ccccc2C1	u	-15%	-11	3%	-2	2%	8%
6	CCC(Sc1nc2ccccc2s1)C(=O)Nc1nnc(C)s1 (centres undefined)	14%	9%	-19	12%	-2	-7%	11%
7	CCOC(=O)c1nn(-c2ccc(C)cc2)c(=O)c2c(N)scc12	x	-8%	-4	u	1	-11%	5%
8	CCOC(=O)CCSCC(=O)Nc1cc(C)on1	x	-7%	12	u	7	3%	2%
9	O=C(CCc1[nH]c2ccccc2c1Sc1ccccc1)NCCO	u	-9%	6	u	2	-10%	3%
10	O=c1c2ccccc2nc(SCc2ccccc2F)n1C1CCCC1	-10%	0%	-1	12%	-3	-13%	2%
11	COc1ccc(C2N=C(N)N=C(N)N2c2ccc(C)cc2)cc1 (centres undefined)	5.9µM*	-5%	-6	x	-1	-2%	-1%
12	Cc1ccc(CN2CCC(N3CCC(C(=O)NCC4CCCO4)CC3)CC2)o1 (centres undefined)	-19%	-2%	14	27%	5	8%	-2%
13	O=C(O)CC(NS(=O)(=O)c1ccc(Br)cc1)c1ccco1 (centres undefined)	37%[activator]	5%	-10	19%	1	-3%	-1%
14	CCCCn1c(N)c(N(CC)C(=O)C2=NN(c3ccccc3)C(=O)CC2)c(=O)[nH]c1=O	2%	11%	x	0%	x	-6%	x
15	CC(C)=NNC(=O)CN1C(=O)NC2NC(=O)NC21 (centres undefined)	46%[activator]	57%[activator]	7	-9%	-1	0%	2%
16	Cc1c(CC(=O)O)c(=O)oc2c(C)c(OCc3ccccc3)ccc12	18%	4%	-7	27%	-1	-7%	2%
17	Cc1cc(C(F)(F)F)n2nc(C)c(-c3ccc(Cl)cc3)c2n1	-100%	-3%	-28	1%	-3	-6%	1%
18	Cc1ccc(C(=O)NC(=S)Nc2ccc(CN3CCCCC3)cc2)c(C)c1	0%	-9%	-10	u	1	-2%	3%
19	O=C(O)c1cccc(N/N=C/c2ccc(F)c(F)c2)c1	i	11%	+	i	95*	-2%	0%
20	O=C(OCc1nnc(-c2ccc([N+](=O)[O-])cc2)o1)C1CC(=O)N(CCc2ccccc2)C1 (centres undefined)	-21%	-11%	x	-9%	x	-16%	x
21	Cc1ccc(C(C(=O)NCc2ccccc2)N(C(=O)c2ccccn2)c2ccccc2)o1 (centres undefined)	-15%	-16%	27	u	-9	1%	6%
22	CCOc1ccccc1NC(=O)Cn1ncc2ccc([N+](=O)[O-])cc21	0%	-2%	-4	x	9	6%	0%
23	COC(=O)c1c(S(=O)(=O)NCc2ccccc2)sc(C(=O)O)c1C	x	2%	3	13%	5	-6%	3%
24	CCn1cc(C(=O)NCC(OC)OC)c(=O)c2cc(S(=O)(=O)N3CCOCC3)ccc21	u	8%	-3	5%	9	-5%	1%
25	COc1ccc(OC)c(N(CC(=O)NCc2cccnc2)S(C)(=O)=O)c1	6%	82%[activator]	-16	21%	-3	1%	-2%
26	COc1ccc(C(CNC(=O)c2sccc2C)N2CCOCC2)cc1 (centres undefined)	29%	-13%	x	27%	x	2%	x
27	CCOC(=O)c1cc(-c2ccc(OC)cc2F)nc2c1c(C)nn2CCC#N	u	19%	-15	u	-3	3%	3%
28	CNC(=O)COC(=O)c1nc(-n2nc(C)cc2C)ccc1Cl	42%[activator]	82%[activator]	-11	13%	-1	0%	-1%
29	CC(=O)N1CC2(c3ccccc3)CN(C(C)=O)CC(c3ccccc3)(C1)C2=O	27%	30%[activator]	5	-11%	-1	7%	4%
30	N#C/C(=C\c1ccccc1)C(=O)NCc1ccc(F)cc1	14%	15%	7	-5%	-3	1%	7%
31	COc1cc(NC(=O)Nc2cccc(C(C)=O)c2)cc(OC)c1OC	39%	21%	13	-6%	-1	-1%	0%
32	COC(=O)c1c(C)oc(C)c1S(=O)(=O)N1CCCC1	16%	10%	-6	50%[activator]	-2	3%	3%
33	CCOc1ccc(NC(=O)c2nn(-c3ccc(OC)cc3OC)c(=O)c3ccccc23)cc1	3%	x	30	u	-1	x	7%
34	O=C(COc1cccc(NC(=O)c2ccco2)c1)c1ccccc1	u	-13%	62*	72%[activator]	37*	0%	-6%
35	O=C(CSCc1ccc(Cl)cc1)NCCSCc1ccco1	u	3%	5	1%	18	-2%	7%
36	CC(C)(C)NC(=O)NC(=O)CN1CC=C(c2ccccc2)CC1	u	3%	22	-26%	36	4%	5%
37	O=C(NCSc1ccnc(SCNC(=O)c2ccc(F)cc2)n1)c1ccc(F)cc1	23%	102%[activator]	10	10%	-1	-15%	0%
38	COc1ccccc1N1C(=O)S/C(=C\c2cc(C)n(C)c2C)C1=O	38%[activator]	-5%	56*	79%[activator]	29*	-10%	2%
39	CCC1CCCCN1CCCNC(=O)c1ccc2c(c1)N(Cc1c(F)cccc1Cl)C(=O)CS2 (centres undefined)	u	-3%	1	13µM*	-7	-6%	0%
40	O=C(CN(C1CC1)S(=O)(=O)c1ccc(S(=O)(=O)NC2CCCCC2)cc1)Nc1ccccc1	-30%	-18%	-21	u	-1	-6%	5%
41	Cc1cc(Cl)ccc1OC(C)C(=O)Nc1ccc([N+](=O)[O-])cn1 (centres undefined)	-5%	-22%	3	0%	-4	-12%	0%
42	CN(NC(=O)NN)c1ncc(C(F)(F)F)cc1Cl	u	54%[activator]	16	-23%	-1	x	0%
43	Cc1ccc(CNc2ncnc(N)c2[N+](=O)[O-])cc1	107%[activator]	25%	26	68%[activator]	-3	0%	-2%
44	COc1ccc(NC(=O)CCN2CCCCC2)cc1	13µM*	-4%	-5	2%	-2	-2%	0%
45	Cc1cccc(N2CCN(C(=O)NCc3ccc(F)cc3)CC2)c1C	u	14%	-8	u	-3	-5%	2%
46	O=C(NCc1ccccn1)C1CC(c2ccccc2Cl)=NO1 (centres undefined)	-25%	-5%	32	37%[activator]	8	-2%	-4%
47	CC(=O)N1CCc2cc(S(=O)(=O)CCC(=O)Nc3ccccc3F)ccc21	-11%	-7%	-5	6%	-5	-8%	1%
48	NC(=O)c1ncn([C@@H]2O[C@H](CO)[C@@H](O)[C@H]2O)c1O	24%&8%	17%	-5	14%&1%	-1	0%&-8%	-5%

In a second layout: results already given.
45	Cc1cccc(N2CCN(C(=O)NCc3ccc(F)cc3)CC2)c1C
  Pf growth 96h = u	AMA1 RON2 block = 14%	Shiga toxin inh = -8	Pf growth 48h = u	CHX counter = -3	TbPYK inhibitor = -5%	LmPK inh = 2%
46	O=C(NCc1ccccn1)C1CC(c2ccccc2Cl)=NO1 (centres undefined)
  Pf growth 96h = -25%	AMA1 RON2 block = -5%	Shiga toxin inh = 32	Pf growth 48h = 37%[activator]	CHX counter = 8	TbPYK inhibitor = -2%	LmPK inh = -4%
47	CC(=O)N1CCc2cc(S(=O)(=O)CCC(=O)Nc3ccccc3F)ccc21
  Pf growth 96h = -11%	AMA1 RON2 block = -7%	Shiga toxin inh = -5	Pf growth 48h = 6%	CHX counter = -5	TbPYK inhibitor = -8%	LmPK inh = 1%
48	NC(=O)c1ncn([C@@H]2O[C@H](CO)[C@@H](O)[C@H]2O)c1O
  Pf growth 96h = 24%&8%	AMA1 RON2 block = 17%	Shiga toxin inh = -5	Pf growth 48h = 14%&1%	CHX counter = -1	TbPYK inhibitor = 0%&-8%	LmPK inh = -5%

The list goes on:
#	structure	Pf growth 96h	AMA1 RON2 block	Shiga toxin inh	Pf growth 48h	CHX counter	TbPYK inhibitor	LmPK inh
49	O=C(Nc1ccc2nc3ccccc3nc2c1)c1ccc(Br)cc1	u	19%	5	-2%	6	1%	-7%
50	Cc1cccnc1CCNC(=O)CC1C(=O)NCCN1CC1CCCCC1 (centres undefined)	-18%	62%[activator]	4	9%	-3	4%	2%
51	O=C(O)c1ccc(S(=O)(=O)N(CCc2ccccc2)Cc2ccc(Cl)cc2)cc1	-15%	1%	x	-6%	-1	3%	2%
52	COC(=O)C1=C(c2c(C)noc2C)C[C@@H]2CC[C@H]1N2C(=O)NCC1CC1	23%	18%	x	40%[activator]	x	5%	x
53	CC(C)CCN1CCC(C)(NC(=O)c2ccccc2)C1=O (centres undefined)	56%[activator]	0%	x	0%	x	2%	x
54	O=[N+]([O-])c1ccccc1OCCN1CCCC1	-98%	0%	23	25%	-2	-3%	0%
55	CCNC(=S)NCc1ccco1	u	-10%	11	4%	-3	-1%	-6%
56	CCOC(=O)C1=C(CS(=O)(=O)c2ccccc2)NC(=O)NC1c1ccccc1OC (centres undefined)	u	3%	-4	-10%	15	1%	6%
57	CC(=O)N1CCN(C2c3cccc4cccc(c34)C2NS(=O)(=O)c2ccccc2)CC1 (centres undefined)	13%	0%	-14	u	8	-5%	-2%
58	O=C(CCNC(=O)c1ccccc1Cl)NCc1cccnc1	-1%	-5%	x	-6%	x	0%	x
59	CCCCn1c(N)c(N(CC(C)C)C(=O)C2CCN(S(=O)(=O)c3ccc(C)cc3)CC2)c(=O)[nH]c1=O	u	-9%	x	u	x	4%	x
60	CCOC(=O)C(O)(c1ccc(N=Cc2ccccc2O)c(C)c1)C(F)(F)F (centres undefined)	8%	3%	23	15%	-1	-1%	-10%
61	O=C(O)CCCC(=O)Nc1ccc(Sc2ccc([N+](=O)[O-])cc2)cc1	u	0%	27	4%	2	-4%	2%
62	C=CCn1c(Cc2ccccc2)n[nH]c1=S	143%[activator]	33%[activator]	-1	23%	-3	u	0%
63	O=C(CSc1nnnn1-c1ccccc1)Nc1ccc(N2CCOCC2)cc1	10%	-6%	4	6%	5	2%	0%
64	CCC(C)(C)NC(=O)C(c1ccc(OC)cc1)N(Cc1ccco1)C(=O)CCC(=O)Nc1cc(C)on1 (centres undefined)	-18%	-9%	-2	u	-2	1%	2%

Screens deposited in PubChem by National Center for Advancing Translational Sciences (NCATS).

Compounds were not picked by outcome; any-hit rate near 21%.
